# XiGFP reactiv: reactivates the inactive X chromosome in mouse fibroblasts. XiGFP mouse fibroblasts, % GFP-positive cells imaging, 3 d; cells co-treated with 5-aza-dC sensitizer; scaled so ellipticine positive control = 100%. activation, % at 7.58 µM. 360,000 tested, 0.055% active;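 active = mean normalized replicate activation at least 10% and every replicate at or above 10%; inconclusive = only one of the two criteria met; inactive = mean below 10% and not all replicates reach 10%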;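 note: 0% = median of on-plate neutral control wells and 100% = ellipticine 6 µM median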
#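 Material: SV40-immortalized XiGFP fibroblast cells, line 68-5-11 | Buffer or medium: DMEM containing 5-aza-dC | Dosing: One concentration, pinned | Times: 3 d treatment, 15 min room-temperature fixation | Controls: Ellipticine 6 µM positive control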
# E-sel inducer: induces E-selectin expression in human endothelial cells; 260,000 tested, 0.37% active; AID 686992; activation, % at 7.58 µM; P16581; HUVEC E-selectin immunofluorescence imaging; normalized: neutral wells 0, TNF-alpha wells 100;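 active = mean E-selectin-positive cell signal at least 10% of the positive control, reached in at least 60% of replicates, without over 20% cell loss; inconclusive = no rule given, readout overlaps actives, possibly toxicity-flagged; inactive = the rest, including those meeting only one limit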;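 note: in these data hits start at about 27%; measured in HUVEC primary endothelial cells; signal is the percent of cells scored E-selectin positive by PE staining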
#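 Material: HUVEC primary endothelial cells; Amount: 3,000 cells per well; Dosing: single concentration; Medium: EGM-2 growth medium on 0.1% gelatin-coated wells; Read-out basis: percent E-selectin-positive cells; Signal: immunofluorescence imaging; Control set: TNF-alpha, DMSO.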
# CASP6 VEID inh: caspase-6 (human) enzyme inhibition; P55212; purified caspase-6, Z-VEID-R110 cleavage fluorescence; inhibition, % at 12.5 µM; 350,000 tested, 0.53% active;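 active = mean inhibition across replicates at least about 35%, with every replicate also reaching that limit, limit read from the data; inconclusive = only one of the two criteria met; inactive = neither criterion met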;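 note: 0% = median of neutral control wells and 100% = no fluorescence left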
# Target sequence (P55212 24-179 limits assumed): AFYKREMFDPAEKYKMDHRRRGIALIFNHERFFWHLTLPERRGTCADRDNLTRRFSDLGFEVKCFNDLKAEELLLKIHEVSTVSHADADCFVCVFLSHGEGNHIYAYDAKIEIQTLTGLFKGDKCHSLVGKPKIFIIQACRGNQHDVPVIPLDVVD
# Target sequence (P55212 194-293 limits assumed): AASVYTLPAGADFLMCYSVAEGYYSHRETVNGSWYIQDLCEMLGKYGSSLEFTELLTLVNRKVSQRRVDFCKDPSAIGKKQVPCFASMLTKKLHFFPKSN
# INS-1E GSIS act: primary screen for activators of insulin secretion dependent on glucose, INS-1E cells, GLuc reporter luminescence. activation, % at 16.6 µM. INS-1E GLuc reporter insulin secretion, 2-3 h. 370,000 tested, 0.61% active;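 active = lowest replicate activation of at least 40%, so every replicate reaches that level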;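 note: 0% = median of neutral control wells and 100% = median of IBMX positive control wells; some compounds called inactive have numbers as strong as hits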
# F508del corr: correctors of CFTR F508del function in bronchial epithelial cells; AID 720511; activity (quench increase), % at 7.58 µM; 350,000 tested, 0.36% active; CFBE cells, YFP halide quenching; stimulated with forskolin plus potentiator P3; % fluorescence drop versus neutral controls;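 active = mean added fluorescence quench of at least 8% versus neutral control, with both replicates also reaching 8%; inconclusive = only one of the mean or replicate conditions met; inactive = mean below 8% and not both replicates reaching 8%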;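 note: cells transiently co-express mutant CFTR-F508del with the halide-sensitive YFP; corrector assay measuring rescue of mutant channel to the surface after 24 h compound exposure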
# RAD52 anneal inh: inhibitors of human RAD52 DNA annealing; P43351; recombinant RAD52 DNA annealing, FRET fluorescence; inhibition, % at 18.7 µM; 360,000 tested, 0.46% active; AID 651710;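 active = every replicate showing at least 50% inhibition; inconclusive = mean inhibition at least 50% but not in every replicate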
# RAD54 branch: inhibitors of human RAD54 branch migration; 360,000 tested, 0.14% active; Q92698; RAD54 Holliday junction branch migration, FAM/BHQ fluorescence; inhibition, % at 10.4 µM;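 active = mean normalized replicate activity at least 40 and at least half of replicates scoring 40 or more; inconclusive = only one of the two criteria met; inactive = mean below 40 and under half of replicates reaching 40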;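 note: 0% = median of neutral control wells and 100% = median of positive control wells; inhibitors cause a drop in the FAM fluorescence signal; in these data hits start at about 50%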
# Target sequence (Q92698 whole entry, looked up): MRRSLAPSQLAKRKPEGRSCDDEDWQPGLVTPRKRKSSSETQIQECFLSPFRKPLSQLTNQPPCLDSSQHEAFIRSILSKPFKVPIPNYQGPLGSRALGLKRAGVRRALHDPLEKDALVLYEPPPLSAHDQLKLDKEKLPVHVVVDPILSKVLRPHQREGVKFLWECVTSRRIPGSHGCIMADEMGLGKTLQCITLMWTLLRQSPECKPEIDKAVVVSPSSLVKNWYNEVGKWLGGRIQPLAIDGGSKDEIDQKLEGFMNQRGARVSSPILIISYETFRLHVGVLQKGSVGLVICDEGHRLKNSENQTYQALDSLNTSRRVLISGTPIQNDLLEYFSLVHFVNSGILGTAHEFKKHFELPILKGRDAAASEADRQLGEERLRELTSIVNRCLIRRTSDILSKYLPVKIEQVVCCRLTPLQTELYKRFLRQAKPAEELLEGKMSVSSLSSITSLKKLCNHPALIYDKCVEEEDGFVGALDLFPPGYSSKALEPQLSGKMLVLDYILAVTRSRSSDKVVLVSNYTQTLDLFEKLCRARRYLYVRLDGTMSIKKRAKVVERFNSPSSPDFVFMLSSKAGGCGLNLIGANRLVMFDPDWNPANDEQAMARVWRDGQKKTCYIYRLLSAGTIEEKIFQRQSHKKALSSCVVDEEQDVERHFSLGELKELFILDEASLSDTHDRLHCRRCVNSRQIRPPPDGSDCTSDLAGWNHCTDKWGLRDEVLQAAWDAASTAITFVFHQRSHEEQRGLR
# DENV2 CPE rescue: DENV2-induced cell death inhibition; DENV2-infected cells, cytopathic effect rescue, plate reader; CPE inhibition, % at 9.99 µM; 350,000 tested, 1.7% active; AID 651640; in the data active = CPE inhibition above about 20%, passing the limit was not always enough; inconclusive = no clear call, values can overlap the other calls; tested in BHK-21 cells;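 note: 0% = median of neutral control wells and 100% = median of positive control wells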
# * marks the source's active call; other numbers are inactive results; ? = inconclusive; · = no result given; & = joins results of further samples.
SMILES,XiGFP reactiv,E-sel inducer,CASP6 VEID inh,INS-1E GSIS act,F508del corr,RAD52 anneal inh,RAD54 branch,DENV2 CPE rescue
C[C@H](CO)N1C[C@H](C)[C@H](CN(C)S(=O)(=O)c2cn(C)cn2)Oc2c(NC(=O)C3CC3)cccc2C1=O,0.3,-0.2,5,22,0.0,-6,1,1
CO[C@@H]1CN(C)C(=O)c2cc(NS(=O)(=O)c3cn(C)cn3)ccc2OC[C@@H](C)N(Cc2ccc(C(F)(F)F)cc2)C[C@H]1C,-0.2,0.3,0,-35,1.9,-12,-1,4
C[C@H]1CN([C@@H](C)CO)C(=O)c2cc(/C=C/c3ccccc3)cnc2O[C@H]1CN(C)S(=O)(=O)c1ccccc1F,0.3,0.1,4&2,-21,1.4&-2.5,8&-5,0&10,14&9
CN1CCN(c2cc(C(F)(F)F)nc(-c3ccccn3)n2)CC1,0.1,·,0,12,-0.9,-5,-9,12
CC(=O)Nc1cncc(-c2cccc(C(=O)NCCN(C)C)c2)n1,0.2,-0.1,·,·,2.0,7,5,2
CCCOc1ccc(F)cc1-c1cc(C(=O)NCc2ccc(F)cc2)[nH]n1,-0.1,0.7,-2,-14,-0.7,0,0,4
O=C(NNS(=O)(=O)c1ccc(F)cc1)c1ccc(O)cc1,0.1,·,2,6,-1.1,-8,-15,7
O=C(CCC1CCCN(C(=O)c2ccc3[nH]ccc3c2)C1)N1CCN(c2ccccn2)CC1 (configuration not stated),0.0,·,-1,11,0.7,-14,3,-7
COc1ccc(C(=O)N/C(=C\c2ccc([N+](=O)[O-])cc2)C(=O)NC(CCSC)C(=O)O)cc1 (configuration not stated),0.0,·,4,-3,2.2,-14,·,·
CC(C)(C)NC(=O)NC(=O)CN1c2cccc3cccc(c23)S1(=O)=O,0.2,0.3,5,-31,-2.0,-14,-21,-1
CC(C)(C)c1ccc(OCC(O)CN2CCCC2)cc1 (configuration not stated),0.0,1.9,-7,-2,-3.8,-13,0,7
Cc1cc2cc(CNC(=O)c3cccc([N+](=O)[O-])c3)ccc2n1C,-0.1,3.4,2,-21,4.0,54*,6,?
CC(C)(C)c1ccc(-c2nnc(SCC(=O)NC3CCS(=O)(=O)C3)n2N)cc1 (configuration not stated),0.0,-0.1,2,1,-0.4,-7,·,5
N#Cc1c(Nc2ccc(F)cc2)sc(C(=O)c2ccc(F)cc2)c1N,·,·,0,30,-1.2,-8,-9,-5
COc1ccc(NC(=O)C2CCN(C(=O)c3ccccc3)CC2)cc1OC,·,·,0,4,3.4,3,5,9
C[C@@H]1CCCCO[C@H](CN(C)Cc2ccc3c(c2)OCO3)[C@@H](C)CN([C@H](C)CO)C(=O)c2cc(NC(=O)c3ccccc3)ccc2O1,0.0&-0.1,0.0,-1&1,-11&-25,1.9&1.4,0&-13,4&4,8&0
COc1ccccc1NC(=O)N1CCCCN2[C@H](CO)[C@@H](c3ccc(-c4cccc(F)c4)cc3)[C@@H]2C1,0.0,-0.3,0,-4,2.7,-8,-2,-33
CCCCn1nnnc1C(c1cc2ccccc2o1)N1CCN(C(=O)OCC)CC1 (configuration not stated),0.1,-0.7,7,-37,0.9,-12,·,?
O=C(C1CCCCC1)N1C[C@@H]2[C@H](c3ccccc31)[C@@H](CO)N2C(=O)c1ccccc1,0.0,-0.1,1,-10,-2.3,1,0,-13
CC(=O)Nc1cccc(NC(=O)CSc2nc(=O)n(CCN3CCOCC3)c3c2CCC3)c1,0.0,-0.3,1,20,0.1,-14,12,-1
C[C@@H]1CN([C@@H](C)CO)C(=O)CCCn2cc(nn2)CO[C@H]1CN(C)C(=O)Nc1ccnc(N2CCOCC2)c1,-0.3&-0.1,0.5&0.0,0&-1&4,-6&5,1.9&0.6&2.4,5&-2&-16,9&-10,1&-3&-1
C[C@H]1CCCCO[C@@H](CN(C)C(=O)Nc2ccccc2)[C@@H](C)CN([C@@H](C)CO)C(=O)c2cc(NS(=O)(=O)c3cccs3)ccc2O1,0.2,·,1,2,-1.0,2,5,-5
O=c1[nH]c(=O)n(C2CC(O)C(CO)O2)cc1Br (configuration not stated),0.4,1.4,-1,2,0.9,-7,·,-13
O=C(CSc1nc(-c2ccc(F)cc2)cs1)N1CCOCC1,·,·,1,48,·,-11,0,·
COc1ccc2c3c([nH]c2c1)[C@@H](CO)N(C(=O)Nc1ccc(F)cc1)CC31CN(Cc2ccc(F)cc2)C1,0.3,-0.5,-2,-19,1.0,3,·,32*
C[C@@H]1CN([C@@H](C)CO)C(=O)c2cccc(NC(=O)CCCCCC(=O)Nc3ccccc3N)c2O[C@@H]1CN(C)C(=O)Nc1ccc(C(F)(F)F)cc1,0.2,·,-5,6,-0.2,-4,·,19
O=C(C[C@@H]1C=C[C@H](NC(=O)Nc2ccccc2F)[C@@H](CO)O1)NCc1ccc(F)cc1,-0.4,-1.8,-3,9,2.3,-8,-2,-1
Cc1ccn2cc(-c3cccc([N+](=O)[O-])c3)nc2c1,0.1,5.7,3,20,0.2,-12,0,0
CCOc1ccccc1CNC(=O)CCCn1ccc2cc(S(=O)(=O)N3CCCC3)ccc21,0.0,·,2,-14,2.7,-4,-3,-6
C/C(=C\C=C\c1ccccc1)C(=O)c1c(C)cc(C)[nH]c1=O,0.2,·,4,-10,-2.9,-7,·,-1
C[C@H](CO)N1C[C@H](C)[C@@H](CN(C)S(=O)(=O)c2ccccc2)Oc2ccc(NS(=O)(=O)c3cccs3)cc2CC1=O,-0.9,-0.4,2,-3,1.5,-4,4,-1
C=CCN(c1ccc(Cl)cc1)S(=O)(=O)c1cccc(C(=O)OCC(=O)N(C)C)c1,-0.1,·,0,-32,-2.5,2,·,18
CCCNC(=O)NC(=O)CSc1nnc(-c2c[nH]c3ccccc23)o1,0.3,-0.1,0,3,0.8,-7,·,-4
Cc1noc(C)c1S(=O)(=O)Nc1ccc2c(c1)C(=O)N([C@@H](C)CO)C[C@@H](C)[C@@H](CN(C)S(=O)(=O)c1ccccc1)OCCCC[C@H](C)O2,0.3,-0.1,-7,-9,4.0,-70,1,-17
O=c1c2c3c(sc2nc(NCCOCCO)n1Cc1ccco1)CCCCC3,0.3,·,1,-4,·,-10,·,-1
Cc1ccc(F)cc1NC(=O)C1CC(=O)N(CCc2ccccc2)C1 (configuration not stated),-0.1,·,-3,0,-1.2,10,·,-14
NS(=O)(=O)c1ccc(Cl)c(S(N)(=O)=O)c1,-0.7,-0.9,3,13,10*,-5,3,11
Cc1cc(C)nc(NS(=O)(=O)c2ccc(NC(=O)Cc3ccccc3)cc2)n1,0.0,·,-2,16,·,-12,·,9
Cc1cc(Cl)ccc1C(=O)C1CCCN(C(=O)CN2CCOC2=O)C1 (configuration not stated),0.0,0.2,-4,13,1.0,-20,-13,?
Cc1c(C(=O)O)cc(C(C)(C)C)n1CCSCCO,0.0,0.1,1,2,-0.7,-11,-1,-1
Cc1cccc(S(=O)(=O)N2CC[C@@H]3[C@H](CO)N(C)c4ccc(Br)cc4[C@@H]32)c1,0.2,0.2,0,2,-0.7,-7,6,-2
COc1cc(/C=C/C(=O)OCC(=O)c2ccc(S(=O)(=O)N3CCCCC3)cc2)cc(OC)c1OC,-0.1,0.5,4,19,-0.5,-2,-4,-1
N#C[C@H]1[C@@H](c2ccc(C#CC3CCCCC3)cc2)[C@H](CO)N1C(=O)Nc1ccc(F)cc1,0.5,-0.6,-1,-19,0.2,-31,·,-27
NC(=O)c1ccc(NC(=O)c2cc(S(=O)(=O)N3CCCCC3)ccc2N2CCOCC2)cc1,0.0,1.4,-7,8,-1.2,-13,-7,2
COc1ccc(NC(=O)N(C)C[C@@H]2Oc3c(NC(=O)Nc4ccc5c(c4)OCO5)cccc3C(=O)N([C@H](C)CO)C[C@H]2C)cc1,0.1,·,-2,6,-0.9,-4,-6,11
C[C@@H]1CN([C@@H](C)CO)C(=O)c2cc(/C=C/c3ccccc3)cnc2O[C@H]1CN(C)C,-0.1,-0.2,-3,8,-1.0,3,9,-12
C[C@H]1COC(=O)[C@H](NC(=O)OCC2c3ccccc3-c3ccccc32)C/C=C\C[C@H](CC(=O)N(CCO)Cc2ccccc2)C(=O)N1,0.1,0.2,-2,-20,-2.3,6,-16,-8
CCOc1cc2c(cc1OCC)C(c1ccc(OC)c(OC)c1)N(c1ccc(C(=O)O)cc1)C(=O)C2 (configuration not stated),0.2,·,2,3,5.8,-8,3,1
CC(C)(C)c1ccc(S(=O)(=O)N2CCN(C(=O)C3CCC3)CC2)cc1,0.2,-0.3,2,·,-1.1,-1,2,-2
COCCNC(=O)C[C@H]1C[C@@H]2c3cc(NC(=O)NC4CCCCC4)ccc3O[C@@H]2[C@H](CO)O1,0.0,0.0,1,-9,1.5,10,-18,-11

# (next part)
SMILES,XiGFP reactiv,E-sel inducer,CASP6 VEID inh,INS-1E GSIS act,F508del corr,RAD52 anneal inh,RAD54 branch,DENV2 CPE rescue
Cc1ccc(S(=O)(=O)N2CCN(C(=O)COC(=O)c3cccnc3Cl)CC2)c(C)c1,0.0,·,0,-18,-0.6,-18,-2,?
O=[N+]([O-])c1ncccc1OCc1ccc(-c2ccccc2)cc1,0.5,·,-5,-7,-2.6,-37,-7,-7
C[C@H]1CN([C@@H](C)CO)C(=O)c2cc(-c3ccc(C#N)cc3)cnc2O[C@@H]1CN(C)C(=O)Nc1ccc(C(F)(F)F)cc1,-0.3,-0.1,-1,-32,-0.7,-6,-4,3
COc1ccc(Nc2nc(S(=O)(=O)c3ccc(C)cc3)c(Cl)s2)cc1,0.3,·,3,-18,5.4,-13,-1,·
CN(CC(=O)Nc1ccc(Cl)c(C(F)(F)F)c1)Cc1cc(=O)n2ccsc2n1,0.9,0.4,1,6,1.1,10,6,4
CCCCNC(=O)c1ccc(-n2c(=S)[nH]c3ccccc3c2=O)cc1,-0.1,1.5,-1,-3,3.7,-18,-8,8
CSCCC(NC(=O)c1ccc([N+](=O)[O-])cc1Cl)C(=O)OCC(=O)NCC(F)(F)F (configuration not stated),0.4,-1.3,-6,·,0.2,-11,7,-11
CC(NCC1COc2ccccc2O1)C1COc2ccccc2O1 (configuration not stated),-0.1,0.6,1,-21,-1.6,1,-14,-6
NC(=NC1CCCCC1)NS(=O)(=O)c1ccccc1,0.3,?,2,·,-2.4,-5,-1,-2
CSCCC(NC(=O)c1ccc([N+](=O)[O-])cc1Cl)C(=O)OCC(=O)NCCCc1ccccc1 (configuration not stated),-0.1,·,8,-25,·,-10,1,8
COc1ccc(Cl)cc1NC(=S)NC1CCCC1,-0.1,·,5,-15,3.5,-18,-17,-5
NC(=O)c1cc([N+](=O)[O-])ccc1NCc1ccc(C(=O)O)cc1,-0.2,-0.1,1,7,-0.1,-16,-17,1
CCOCCn1c(CN2CCN(C(=O)c3ccco3)CC2)nc2c1c(=O)n(C)c(=O)n2C,-0.1,0.0,0,·,-2.7,-21,7,-3

# Bioassay records as filed in PubChem BioAssay.
